Screens: PubChem BioAssay, The Scripps Research Institute Molecular Screening Center
CHO-K1 Ca antag – counter-screen for M1 antagonists: effect in parental CHO-K1 cells. AID 602250. actives 0.6% (n = 360,000). inhibition, % at 3 µM. ATP-induced calcium, Fluo-8 fluorescence;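 active = inhibition above a per-plate cutoff, the plate's mean sample inhibition plus 3 SD, cut at about 24% in these data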;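 also: 0% = DMSO plus EC80 ATP and 100% = DMSO alone without ATP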
M1 PAM parental – M1 PAM counterscreen hit in parental CHO-K1 cells. ATP EC20, Fluo-8 calcium fluorescence; 0% at ATP EC20, 100% at ATP max. activation, % at 3 µM. actives 0.02% (n = 360,000);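 active = activation above the run cutoff, the mean activation of all test compounds plus 3 SD, cut at about 40% in these data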;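 also: peak over basal fluorescence ratio in a 140 s read after ATP addition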
M4 ag – agonists of human muscarinic M4 receptor (CHRM4); CHO-K1 hM4/Gqi5, Fluo-8 calcium fluorescence; vehicle 0%, full acetylcholine response 100%; P08173; actives 0.14% (n = 360,000); activation, % at 3 µM;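 active = activation above the run mean over all test wells plus 3 SD, cut at about 32% in these data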;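 also: peak over basal fluorescence ratio per well then scaled between controls; 0% = DMSO wells and 100% = acetylcholine at EC100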
CHO-K1 Ca ag – M1 agonist counterscreen hit in parental CHO-K1 cells. actives 0.48% (n = 360,000). Fluo-8 calcium fluorescence; scaled to maximal ATP response, vehicle zero. activation, % at 3 µM; in the data active = activation above about 15%;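 also: untransfected CHO-K1 host cells lacking M1 receptor as counterscreen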
CHRM5 PAM – CHRM5 positive allosteric modulation. CHO-K1 hM5, Fluo-8 calcium, ACh EC20 PAM; 0% = ACh EC20, 100% = ACh EC100. activation, % at 3 µM. actives 0.3% (n = 360,000). AID 624038;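 active = activation above the run cutoff, the mean activation of all test compounds plus 3 SD, cut at about 18% in these data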
Target sequence (P08912 whole entry, looked up): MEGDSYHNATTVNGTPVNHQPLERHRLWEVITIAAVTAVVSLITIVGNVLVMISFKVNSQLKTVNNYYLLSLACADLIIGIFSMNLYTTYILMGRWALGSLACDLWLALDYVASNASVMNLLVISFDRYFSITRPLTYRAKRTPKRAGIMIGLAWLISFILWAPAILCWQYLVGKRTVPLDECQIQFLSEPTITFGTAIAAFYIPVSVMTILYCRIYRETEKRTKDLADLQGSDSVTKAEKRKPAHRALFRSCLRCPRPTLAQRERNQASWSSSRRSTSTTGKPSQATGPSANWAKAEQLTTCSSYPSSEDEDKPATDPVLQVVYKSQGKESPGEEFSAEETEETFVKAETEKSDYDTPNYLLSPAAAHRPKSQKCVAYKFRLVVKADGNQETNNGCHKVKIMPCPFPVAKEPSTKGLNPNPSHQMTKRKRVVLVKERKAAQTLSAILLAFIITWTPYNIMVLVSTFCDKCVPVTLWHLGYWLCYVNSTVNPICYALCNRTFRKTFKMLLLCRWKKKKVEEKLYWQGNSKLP
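System: CHO-K1 hM5 cells. Reagent: acetylcholine, EC20 level. Compound dosing: single dose, 3 µM nominal final test concentration. Timing: Post-acetylcholine fluorescence recording 140 s. Detection: Fluo-8 calcium fluorescence. Read-out: % activation, ACh-normalized. Benchmarks: ACh EC20 and EC100 wells. Repeats: singlicate, one well per test compound.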
CHRM5 agonist – CHRM5 agonism in calcium assay | actives 0.19% (n = 360,000) | AID 624037 | activation, % at 3 µM | CHO-K1 hM5 cells, Fluo-8 calcium fluorescence; 0% DMSO wells, 100% maximal acetylcholine response;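 active = activation above the run's mean over test compounds plus 3 SD, cut at about 23% in these data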;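 also: signal is peak over basal fluorescence ratio across the kinetic read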
M5 antag – CHRM5 antagonism in calcium assay | P08912 | CHO-hM5 cells, Fluo-8 calcium fluorescence, ACh EC80 | inhibition, % at 3 µM | actives 0.59% (n = 360,000) | AID 624040;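 active = inhibition above a per-plate cutoff, the mean of that plate's test compounds plus 3 SD, cut at about 27% in these data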;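 also: 0% = acetylcholine EC80 with DMSO and 100% = DMSO without agonist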
M4 antag – blocks acetylcholine activation of human M4 receptor | P08173 | CHO-hM4 cells, ACh EC80, Fluo-8 calcium fluorescence | inhibition, % at 3 µM | actives 0.73% (n = 360,000) | AID 624125;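 active = inhibition above its plate's cutoff, the mean inhibition of sample wells plus 3 SD, cut at about 27% in these data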;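 also: 0% = acetylcholine EC80 with DMSO and 100% = DMSO without agonist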
CHRM4 PAM – positive allosteric modulators of human muscarinic M4 receptor; CHO-K1 hM4/Gqi5, Fluo-8 calcium fluorescence, ACh EC20; 0% = ACh EC20, 100% = maximal ACh; activation, % at 3 µM; actives 0.4% (n = 360,000); AID 624126;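 active = activation above its plate's cutoff, the mean activation of sample wells plus 3 SD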; also: some results filed as inactive read as strong as hits
Numbers without * were called inactive; / = no result given. Rows are unselected, and some 2.7% of all compounds hit somewhere here.

Structure	M1 PAM parental	M4 antag	CHRM5 PAM	M5 antag	CHO-K1 Ca ag	CHO-K1 Ca antag	CHRM5 agonist	M4 ag	CHRM4 PAM
Cc1nc2ccccc2nc(=O)c1NNc1ccccc1	13	-3	-7	-9	2.5	-10	0	6	-7
COc1ccc(-c2csc(NC(=S)NC(=O)/C=C/c3ccco3)n2)cc1OC	14	5	-9	14	1.9	2	-2	4	-15
CCN(CC)CCNC(Cc1ccccc1)c1cccc(OC)c1 (stereo unspecified)	-1	-1	-8	6	2.4	-2	-11	1	1
COc1ccc(C(=O)N2CCc3cc(OC)c(OC)cc3C2c2cccc([N+](=O)[O-])c2)cc1OC (stereo unspecified)	19	-3	1	-7	0.4	-20	-1	2	14
O=C(O)Cn1cc(/C=C/[N+](=O)[O-])c2ccccc21	21	7	1	5	0.3	-3	0	0	3
Cc1[nH]c2ccccc2c1/C=C(\C#N)C(=O)NCC1CCCO1 (stereo unspecified)	0	6	-9	3	0.3	-3	-1	4	-3
CC(=O)c1c(C)[nH]c(C(=O)NCCCN2CCCC2)c1C	11	3	18*	-12	0.0	-6	-5	0	0
O=C(CN1C(=O)NC2(CCCCC2)C1=O)N1CCN(c2ncccn2)CC1	-11	-8	10	-10	0.8	-9	5	2	4
OCCCNC(=S)Nc1ccc(Oc2ccccc2)cc1	-4	0	2	-11	0.6	1	1	3	-4
COc1ccc(CNC(=O)Nc2nnc([C@H]3C[C@H](O)[C@@H](CO)O3)s2)cc1	-7	-10	0	3	-0.3	14	-1	0	12
CCOc1ccc(C(=O)O/N=C(\N)c2ccccn2)cc1OCC	10	-10	-1	14	2.6	-17	-3	3	4
Cc1ccc(S(=O)(=O)N(CC(=O)c2ccccc2)C(=O)N2CCN(C)CC2)cc1	-1	1	3	-1	0.6	-6	-5	0	2

Continued (6 carried over from the part before).
Structure	M1 PAM parental	M4 antag	CHRM5 PAM	M5 antag	CHO-K1 Ca ag	CHO-K1 Ca antag	CHRM5 agonist	M4 ag	CHRM4 PAM
CC(=O)c1c(C)[nH]c(C(=O)NCCCN2CCCC2)c1C	11	3	18*	-12	0.0	-6	-5	0	0
O=C(CN1C(=O)NC2(CCCCC2)C1=O)N1CCN(c2ncccn2)CC1	-11	-8	10	-10	0.8	-9	5	2	4
OCCCNC(=S)Nc1ccc(Oc2ccccc2)cc1	-4	0	2	-11	0.6	1	1	3	-4
COc1ccc(CNC(=O)Nc2nnc([C@H]3C[C@H](O)[C@@H](CO)O3)s2)cc1	-7	-10	0	3	-0.3	14	-1	0	12
CCOc1ccc(C(=O)O/N=C(\N)c2ccccn2)cc1OCC	10	-10	-1	14	2.6	-17	-3	3	4
Cc1ccc(S(=O)(=O)N(CC(=O)c2ccccc2)C(=O)N2CCN(C)CC2)cc1	-1	1	3	-1	0.6	-6	-5	0	2
CCOC(=O)[C@H]1[C@H]2COc3ccc(Cl)cc3[C@@H]2N2C(=O)CN(Cc3ccc(OC)cc3)C(=O)[C@@]12C	11	-7	-5	8	1.9	-5	3	11	-9
Cc1ccccc1S(=O)(=O)Cc1ccc(C(=O)NCCN(CC(C)C)CC(C)C)o1	-4	-9	-3	11	-0.4	-8	-9	-1	-10
O=C(COC(=O)/C=C/c1ccc(Cl)cc1Cl)NCC1CCCO1 (stereo unspecified)	16	11	5	3	6.2	-21	2	3	0
CCOc1ccc(-n2c(C)c(C(C)=O)c3cc(OC(C)=O)ccc32)cc1	2	-3	-2	8	-0.2	7	-9	0	-4
CCCCOc1ccc(C(=O)N2CCCCCC2)cc1	-6	6	10	-7	0.1	2	-3	-1	9
Oc1cccnc1CN1CCCCC1	-2	-13	1	5	-0.1	13	0	1	3
CCn1cc(C(=O)NCCCN2CCCC(C)C2)c(=O)c2cc(S(=O)(=O)N(C)C3CCCCC3)ccc21 (stereo unspecified)	-1	23	-1	6	-0.6	-9	-10	-1	-13
Cc1ccc(-c2csc3nc[nH]c(=O)c23)cc1	-10	-3	0	14	-0.6	6	-5	1	9
CCCCC(=O)N(C)c1c(CC)nc2c(OCCOC)cccn12	7	-7	1	3	0.5	-2	7	0	2
Fc1ccc(-c2nnc3ccc(N4CCCC4)nn23)cc1	13	4	-1	1	0.9	7	2	-2	-1
Cc1ccc(-c2sc(-c3ccccc3)nc2CC(=O)Nc2ccccc2F)cc1	17	6	-2	0	0.6	-10	-1	0	-6
C(=N\n1cnnc1)/c1cccn1-c1ccccc1	-6	10	2	6	0.3	17	0	1	27

Structure	M1 PAM parental	M4 antag	CHRM5 PAM	M5 antag	CHO-K1 Ca ag	CHO-K1 Ca antag	CHRM5 agonist	M4 ag	CHRM4 PAM
CC[N+](CC)(CC)C/C=C/CN1CCCCC1	8	9	-2	6	0.2	-2	-2	0	6
N#Cc1ccc(C(=O)Nc2cc(S(=O)(=O)N3CCCC3)ccc2OCC(F)(F)F)cc1	11	-1	-3	2	1.4	3	0	2	-9
CC(=O)N1CCN(c2nnc(-c3ccc(C)cc3)c3ccccc23)CC1	-2	-5	-3	0	-0.5	-14	-5	0	1
O=C(COc1ccc2oc(-c3ccco3)cc(=O)c2c1)N1CCCCC1	16	-15	0	3	1.6	-14	5	2	-1
CCCCC(=O)N/N=C/c1ccc(Sc2cccc3cccnc23)o1	5	12	6	6	0.1	11	-3	-3	4
Nc1nc2cc(Cl)ccc2n1N	5	-9	-1	1	0.5	-3	-1	0	1
COCC(C)N1CC(O)=C(c2nc(-c3ccc(Cl)cc3)cs2)C1=N (stereo unspecified)	-9	2	0	7	-0.9	1	-7	1	2
CCCCNC(=O)c1cc2c(=O)n3cccc(C)c3nc2n(CCN2CCOCC2)c1=N	8	8	7	0	0.7	1	-1	0	-10
Cc1ccnc(NC(=O)Cn2cc([N+](=O)[O-])cn2)c1	12	-2	6	0	0.6	-13	-2	1	0
CCc1ccc(C(=O)NNC(=O)C2CCN(c3ncnc4sc(C)c(C)c34)CC2)cc1	-14	-5	-29	7	2.2	0	5	15	-10
Cc1ccc(C(=O)Nc2nn(C)c3cccc(F)c23)cc1	-15	6	4	-5	0.1	7	1	0	-1
COc1ccc(C(=O)Nc2ccc(NC(=O)Cc3ccccc3)cn2)cc1	-18	-1	-10	21	0.3	-7	-2	0	2

Three entries from above, sorted by the number in M4 antag, high to low.
mol	M4 antag	M5 antag	CHRM5 agonist	M4 ag	CHRM4 PAM
CC[N+](CC)(CC)C/C=C/CN1CCCCC1	9	6	-2	0	6
CCCCNC(=O)c1cc2c(=O)n3cccc(C)c3nc2n(CCN2CCOCC2)c1=N	8	0	-1	0	-10
CC(=O)N1CCN(c2nnc(-c3ccc(C)cc3)c3ccccc23)CC1	-5	0	-5	0	1

(next part)
Structure	M1 PAM parental	M4 antag	CHRM5 PAM	M5 antag	CHO-K1 Ca ag	CHO-K1 Ca antag	CHRM5 agonist	M4 ag	CHRM4 PAM
CCOC(=O)c1sc2nc(-c3ccccc3)ccc2c1N	15	-3	-4	7	0.1	-4	-2	1	3
CC(=O)N1CCc2cc(S(=O)(=O)C(C)CC(=O)Nc3ccc(OC(F)(F)F)cc3)ccc21 (stereo unspecified)	-11	0	-11	8	10	6	3	11	-6
Cc1cc(Nc2cc(C(=O)O)ccc2C)n2ncnc2n1	1	1	-2	3	3.9	20	2	0	3
CCC(C)(C)n1nnnc1C(c1cccnc1)N1CCCc2ccccc21 (stereo unspecified)	19	0	-2	4	3.9	-14	2	4	1
CCOC(=O)c1ccc(S(=O)(=O)N2CCN(C(=O)C3CSC4(C)CCC(=O)N34)CC2)cc1 (stereo unspecified)	11	-13	1	-3	-0.8	-1	-1	1	14
CCC(C)(C)n1nnnc1C(c1cc2ccc(OC)cc2[nH]c1=O)N1CCCCC1 (stereo unspecified)	16	6	3	0	1.1	-2	-1	1	2
Cc1cc(NC(=O)CC(F)(F)F)n(-c2ccccc2)n1	-4	-2	3	6	0.1	5	-3	0	-2
COc1ccc(S(=O)(=O)N2CCC(C(=O)NCc3ccco3)CC2)cc1C	12	10	3	5	1.1	-16	-5	-1	-4
CCc1ccc(OC(=O)Cc2ccc(OC)c(S(=O)(=O)N3CCOCC3)c2)cc1	-6	6	2	3	2.9	-1	-2	4	-2
Cc1cccc(/C=C(\c2nc3ccccc3[nH]2)S(=O)(=O)c2ccccc2)c1	22	-6	5	3	0.1	1	-8	1	14
Cc1c(C(=O)C(=O)NCCc2ccc(S(N)(=O)=O)cc2)c2ccccc2n1C	-9	-5	2	-6	-0.2	9	1	1	23
CCOC(=O)C(C)N1CC(=O)N(c2ccccc2)C1=O (stereo unspecified)	-2	-4	-2	8	0.4	-4	-3	1	1

Structure	M1 PAM parental	M4 antag	CHRM5 PAM	M5 antag	CHO-K1 Ca ag	CHO-K1 Ca antag	CHRM5 agonist	M4 ag	CHRM4 PAM
CN(C)CCNC(=O)c1cc2c(s1)-c1ccccc1OC2	16	0	-2	15	0.2	-11	0	2	-2
CN(CCN1CCOCC1)C(=O)C1CCC(=O)N(Cc2ccc(Cl)cc2)C1 (stereo unspecified)	-2	3	2	6	0.0	13	0	0	4
Cc1cc(C)n(C(C)CC(=O)Nc2ccc(-c3ccno3)cc2)n1 (stereo unspecified)	-3	4	15	-8	1.8	1	-2	5	2
COC(=O)C[C@H]1C=C[C@H](NS(=O)(=O)c2cn(C)cn2)[C@@H](CO)O1	/	-17	-1	-8	/	/	2	1	6
